GalR3 antagonist: human GalR3 antagonism | O60755 | inhibition, % at 3 µM | hit rate 0.44% among 360,000 | HEK293 GalR3-CNG cAMP membrane potential fluorescence; galR3 body fused to GalR1 C-terminus;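 active = inhibition above the screen-wide average plus 3 SD, cut at about 13% in these data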;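 note: forskolin and galanin both at EC90 stimulate the cells; cAMP rise reported by CNG channel membrane potential dye signal; 0% = forskolin plus galanin with DMSO and 100% = forskolin alone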
PHOSPHO1 inh: blocks human PHOSPHO1 phosphatase activity; Q8TCT1; recombinant PHOSPHO1, absorbance phosphatase assay; inhibition, % at 13.3 µM; hit rate 1.1% among 290,000; AID 1565; in the data active = inhibition above about 60%
MEKK2 mut-MEK5: signal of MEK5 binding to mutant human MEKK2 PB1 domain; hit rate 0.35% among 290,000; bead flow cytometry, Alexa488-MEK5 binding to MEKK2 mutant; AID 1530; percent response, % at 10 µM; in the data active = percent response above about 24%, passing the limit was not always enough; note: inactives centre near 1; some results filed as inactive read as strong as hits; reference of the scale not given here
GPR7 antagonist: human neuropeptides B/W receptor 1 antagonism; P48145; GPR7-expressing cells, fluorescence antagonist assay; inhibition, % at 4.4 µM; hit rate 1.1% among 290,000; AID 1861; in the data active = inhibition above about 16%, passing the limit was not always enough;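 note: cells stimulated with the agonist NPW; 0% = agonist with vehicle and 100% = vehicle without agonist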
NALP1 inh: inhibitors of NALP1 inflammasome in yeast; S. cerevisiae NALP1/ASC/caspase-1 growth, X-gal OD620, 72 h; AID 2071; inhibition, % at 10 µM; hit rate 0.61% among 280,000; in the data active = inhibition mostly above about 24%, no sharp cut-off; inactive = mostly below about 32%; note: some compounds called inactive have numbers as strong as hits
V1aR counter: activates human V1a receptor in oxytocin agonist counter-screen | activation, % at 3 µM | hit rate 0.25% among 320,000 | P37288 | CHO-V1R cells, Fluo-8 calcium fluorescence, agonist mode; 0% DMSO, 100% 3 nM vasopressin;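 active = activation above the mean activation of all tested compounds plus 3 SD, per screening run, cut at about 20% in these data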;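 note: signal is peak over basal fluorescence ratio across a 100 second FLIPR read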
Target sequence (P37288 whole entry, looked up): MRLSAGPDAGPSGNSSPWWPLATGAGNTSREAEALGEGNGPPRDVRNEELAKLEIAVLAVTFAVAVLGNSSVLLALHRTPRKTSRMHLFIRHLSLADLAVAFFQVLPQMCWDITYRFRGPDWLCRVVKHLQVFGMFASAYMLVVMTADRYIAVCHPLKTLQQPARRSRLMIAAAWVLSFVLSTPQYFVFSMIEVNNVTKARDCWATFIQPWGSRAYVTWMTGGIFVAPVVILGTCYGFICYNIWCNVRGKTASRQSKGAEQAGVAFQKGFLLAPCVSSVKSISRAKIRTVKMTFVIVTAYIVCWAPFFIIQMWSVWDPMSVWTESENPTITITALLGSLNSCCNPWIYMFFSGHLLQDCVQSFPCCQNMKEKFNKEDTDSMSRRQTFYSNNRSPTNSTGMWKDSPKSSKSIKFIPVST
MEKK3 PB1 HTS: MEKK3-MEK5 PB1 interaction, increase or decrease; binding response (% of control), % at 10 µM; bead-based flow cytometry, Alexa488-MEK5 binding to MEKK3; actives lie on both sides; 0 = blocked by unlabeled MEK5, 100 = vehicle; hit rate 1.4% among 290,000; AID 1529; Q99759;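 active = binding response more than 3 SD above or below the average of its plate-row segment, actives on both sides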;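 note: Alexa488 bead fluorescence after subtracting the streptavidin-only scavenger bead signal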
MEKK2 WT-MEK5: raises or lowers MEK5 binding to wildtype human MEKK2 PB1 domain | hit rate 1.1% among 290,000 | Q9Y2U5 | bead flow cytometry, Alexa488-MEK5 binding to MEKK2 WT; actives lie on both sides | binding response (% of control), % at 10 µM | AID 1531; in the data active = binding response below about 67% or above about 130%
OXTR agonist: activates the human oxytocin receptor; P30559; hit rate 0.32% among 320,000; activation, % at 3 µM; AID 2435; CHO-OTR cells, Fluo-8 calcium fluorescence; normalized: DMSO 0%, oxytocin 100%;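 active = activation above the mean of all tested compounds plus 3 SD, cutoff set per screening run, cut at about 20% in these data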;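 note: peak over basal fluorescence ratio from a 100 s FLIPR kinetic read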
Target sequence (P30559 whole entry, looked up): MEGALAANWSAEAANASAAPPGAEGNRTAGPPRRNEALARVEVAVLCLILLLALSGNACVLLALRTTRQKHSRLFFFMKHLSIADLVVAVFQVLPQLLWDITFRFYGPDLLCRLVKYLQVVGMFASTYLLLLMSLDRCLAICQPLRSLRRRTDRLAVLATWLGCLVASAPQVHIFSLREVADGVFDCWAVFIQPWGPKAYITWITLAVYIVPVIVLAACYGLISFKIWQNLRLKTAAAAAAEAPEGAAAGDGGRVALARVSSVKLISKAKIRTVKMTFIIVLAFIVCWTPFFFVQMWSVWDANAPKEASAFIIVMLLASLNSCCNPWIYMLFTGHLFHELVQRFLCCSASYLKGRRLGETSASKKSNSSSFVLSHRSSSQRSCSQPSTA
Numbers without * were called inactive; / = no result given; [ ] = dose if it differs, or a comment.

SMILES,GalR3 antagonist,PHOSPHO1 inh,MEKK2 mut-MEK5,GPR7 antagonist,NALP1 inh,V1aR counter,MEKK3 PB1 HTS,MEKK2 WT-MEK5,OXTR agonist
C=CCn1c(COc2ccc(F)cc2)nnc1SCC(=O)N1CC(=O)Nc2ccccc21,-5,74*,-2,-5,-2,0.9,102,104,-0.9
COc1ccc(OC)c(NC(=O)CCN2CCCCCC2)c1,-4,1,5,-3,9,3.2,97,106,0.2
COc1ccc(Cn2c(O)c(/C=C3/C=CC=N3)c(=O)[nH]c2=O)cc1,0,39,-1,-5,/,-0.5,98,100,-0.1
COC(=O)c1c(N)sc(C(=O)NCCc2ccccc2)c1C,-11,-1,10,-2,13,/,110,114,/
Oc1ccc(C2=NNC(c3ccc(O)cc3)=NN2)cc1,-9,34,9,-8,-55,0.1,108,107,-0.4
CC(=O)NCCn1ccc2ccccc21,0,10,11,-7,3,0.8,113,114,-0.1
O=C(/C=C/c1ccc(Cl)cc1)Nc1ccc(S(=O)(=O)Nc2ncccn2)cc1,-11,21,-8,-11,-9,-0.6,83,87,0.3
Cn1c(Oc2ccc(Cl)c3cccnc23)nc2c1c(=O)n(Cc1ccccc1Cl)c(=O)n2C,/,27,7,-3,-2,/,101,101,/
O=S(=O)(c1ccccc1)c1ccc(NCc2ccco2)cc1,-8,7,-1,12,-5,2.6,99,99,2.6
O=C(c1ccc(Cn2cc(Cl)c([N+](=O)[O-])n2)cc1)N1CCN(Cc2ccccc2)CC1,-4,29,-2,2,21,5.7,98,99,8.1
O=C(NCc1ccc2c(c1)OCO2)C(=O)NCC(c1ccco1)N1CCN(c2ccccc2)CC1 (configuration not stated),-2,30,15,-14,-15,0.8,136*,119,-0.1
O=C(O)c1ccc(NS(=O)(=O)c2cc(Cl)sc2Cl)cc1,-4,28,-1,-14,4,0.3,102,104,0.5
O=C(CC(c1ccccc1)c1ccccc1O)NCc1ccccc1 (configuration not stated),-4,-23,-2,3,4,-0.7,96,96,-0.5
O=C(NC(=S)Nc1ccccc1)c1ccc(-c2ccccc2)cc1,-4,-1,-1,-4,3,0.2,99,93,-0.7
Cc1ccc(NC(=S)NNC(=O)c2ccccc2OC(F)F)cc1,-3,86*,/,9,-38,0.3,/,/,0.7
Cc1cc(NC(=O)c2cnn3c(C(F)F)cc(-c4ccccc4)nc23)no1,-6,-12,1,5,6,-0.9,106,96,-1.0
CCOc1ccccc1C1c2[nH]c3ccccc3c2C[C@H]2C(=O)N(C3CC3)CC(=O)N12 (some centres not stated),-6,/,-1,5,0,1.5,95,98,0.0
Cc1ccccc1OCC(=O)Nc1nc2ccccc2[nH]1,-2,-3,-15,16,-7,-0.1,88,89,-0.7
CCCCn1c(N)c(N(CC(C)C)C(=O)CN(C)Cc2cccc(OC)c2)c(=O)[nH]c1=O,-2,-38,2,-7,8,0.2,103,105,-0.7
CCn1c(O)c(N=N)c2ccccc21,0,6,-3,-3,9,-0.4,97,91,-0.2
CC1(OC(=O)CCc2ccccc2)C(=O)C=C2C=C(c3ccc(C#N)cc3)N(CCc3ccccn3)C=C2C1=O (configuration not stated),-5,22,4,/,/,1.8,112,111,-0.7
O=C(c1cccc2ccccc12)C1CCCN(C(=O)CCN2CCCO2)C1 (configuration not stated),-1,6,5,-7,-2,-0.7,87,108,-2.4
c1ccc2nc(-c3ccc4c(c3)OCO4)ccc2c1,-3,11,1,-2,-4,-0.7,83,91,-1.4
Cc1cc(C(C)(C)C)cc(S(=O)(=O)NCC(=O)O)c1C,-4,-1,0,-9,-3,-0.5,96,101,-0.1
COC(=O)c1ccc(C(=O)Nc2ccc(N)cc2N)cc1,-5,12,-1,-10,23,0.8,89,93,1.5
CCOC(=O)N1CCN(C(=O)c2c[nH]c3ccc(S(=O)(=O)N(C)c4cccc(C)c4)cc3c2=O)CC1,3,35,-5,8,23,1.0,94,96,-0.1
CN(C)C=Nc1nonc1N,0,31,5,-6,17,1.4,102,100,0.1
CCC/C(=N\NC(=O)c1ccccc1C)c1ccccc1,-1,7,-1,-4,22,-0.3,103,104,-1.1
O=C(CCN1CCCCO1)N1CCCC(N2CCN(c3ccc(F)cc3)CC2)C1 (configuration not stated),-7,58,3,-18,9,0.1,103,103,0.1
O=C(Nc1ccc(F)cc1)c1cccc2c1C(=O)N(Cc1ccccn1)C2,-1,10,3,-2,31,0.7,103,104,0.9
CCc1ccc(OCC(=O)OCC(=O)c2ccc3c(c2)NC(=O)CO3)cc1,-3,11,-3,-5,18,5.3,92,87,6.3
COc1ccc(OC)c(/C=N/NC(=O)c2c(C)nc3ccc(C)cn23)c1,-6,39,2,-6,10,0.1,106,106,-2.1

An excerpt from above, limited to GalR3 antagonist and MEKK3 PB1 HTS.
Compound	GalR3 antagonist	MEKK3 PB1 HTS
O=S(=O)(c1ccccc1)c1ccc(NCc2ccco2)cc1	-8	99
O=C(c1ccc(Cn2cc(Cl)c([N+](=O)[O-])n2)cc1)N1CCN(Cc2ccccc2)CC1	-4	98

Following part.
SMILES,GalR3 antagonist,PHOSPHO1 inh,MEKK2 mut-MEK5,GPR7 antagonist,NALP1 inh,V1aR counter,MEKK3 PB1 HTS,MEKK2 WT-MEK5,OXTR agonist
Cc1ccc(N(C(=O)c2csnn2)C(C(=O)NC2CCCCC2)c2ccncc2)cc1 (configuration not stated),-11,46,6,-12,-8,0.1,104,101,0.0
CN(C)c1ccc(CN(C(=O)COc2ccccc2)C2CCS(=O)(=O)C2)cc1 (configuration not stated),-3,-27,-5,23,-11,-0.7,96,97,-0.4
CNc1nc(C)nc(-n2nc(C)cc2C)n1,1,12,0,-1,14,1.4,98,105,0.8
C=CCNC(=O)CC(=O)N/N=C/c1ccc(F)cc1,-1,-7,33,-4,19,0.8,107,116,0.2
COc1ccc(-c2cc(C(F)(F)F)n3ncc(C(=O)N4CCc5ccccc5C4)c3n2)cc1,-5,26,-3,-10,10,-1.5,94,87,-2.0
COc1ccc(C2C(C#N)=C(N)Oc3cc(N)ccc32)cc1 (configuration not stated),-11,44,4,0,6,/,99,96,/
Cc1ccc(C(=O)Nc2ccc3c(c2)nc(CCNC(=O)c2ccco2)n3C)cc1,-6,28,2,-14,15,-0.2,98,101,-0.2
CCCCN1C(=O)/C(=C2\SC(N3CCOCC3)=NC2=O)c2ccccc21,-10,-12,3,-7,-2,0.1,99,98,0.2
O=C(C1=C[C@@H]2[C@H]3C(=O)N(c4cccc(Cl)c4)C(=O)[C@H]3[C@@H](C(=O)c3ccc(Cl)cc3)N2C=C1)c1ccccc1,/,7,2,-12,23,1.2,80,109,1.5
Cc1cc(/C=C2\SC(=S)NC2=O)c(C)[nH]1,-5,38,0,-8,12,4.2,106,100,5.7
COc1ccc(OCC(=O)N/N=c2\oc3c(OC)cccc3cc2C(N)=O)cc1,1,-7,-4,-6,4,2.2,87,87,-0.9
O=C(N/N=C/c1c[nH]c2ccccc12)C1COc2ccccc2O1 (configuration not stated),-8,6,10,7,24,2.0,101,98,4.4
COc1cc(/C=N/NC(=S)NC(C)C)ccc1OCC(=O)Nc1c(C)cc(C)cc1C,8,26,-2,-8,23,5.0,97,100,1.9
Cn1nccc1C(=O)NC1CCCc2c1cnn2-c1cc(F)cc(F)c1 (configuration not stated),0,17,-4,-4,32,11,96,101,10
C=CCSc1nc2ccccc2n1S(=O)(=O)c1ccc(C)cc1,-3,18,7,-10,-69,0.2,111,102,0.3
COc1ccc(Cl)c(Cn2c(NCc3ccco3)nc3c2c(=O)n(C)c(=O)n3C)c1,8,-34,13,-12,-15,-0.8,112,112,-2.1
COCCCNC(=O)CCCN1C(=O)c2cccnc2Sc2ccccc21,4,26,-1,6,20,0.7,102,104,-0.3
COc1ccc(CNCCCO)cc1OC,-9,19,6,-9,9,0.3,110,106,0.6
C#CCNC(=O)[C@H](Cc1ccc(C(=O)c2ccccc2)cc1)NC(=O)OC(C)(C)C,-2,/,-2,/,/,1.8,101,101,0.8
CC(C)(C)OC(=O)N1CCC(C(=O)N2CCOCC2)CC1,1,13,3,3,-4,0.7,101,103,2.0
O=[N+]([O-])c1ccccc1CN1CCN(Cc2ccccn2)CC1,-6,4,-84,-10,-1,1.8,2.0*[inhibitor],1.0*[inhibitor],0.7
CCOC(=O)c1sc(N2C(=O)C(O)=C(C(=O)c3ccco3)C2c2ccc([N+](=O)[O-])cc2)nc1C (configuration not stated),7,20,0,1,4,0.4,100,95,-0.8
COC(=O)C(Cc1ccccc1)NC(=O)CNC(=O)c1sc2ccccc2c1Cl (configuration not stated),-12,20,2,-1,12,6.8,102,101,5.1
CC1=Nn2c(nnc2-c2cccs2)SC1,-4,17,5,-2,12,-0.1,99,101,-1.1
C#Cc1cccc(NC(=O)C2CCN(C(C)=O)CC2)c1,-4,28,5,-12,1,-0.7,101,107,0.8
Cc1cccc(NC(=O)NCCN2C(=O)C3C4C=CC(C4)C3C2=O)c1 (configuration not stated),1,-9,4,-9,-20,-0.2,102,104,0.3
O=C(NC(=S)NC1CCS(=O)(=O)C1)c1ccccc1 (configuration not stated),1,8,8,7,4,0.6,100,101,0.8
CC(=O)NN1C(=O)/C(=C\c2ccc(C)cc2)SC1=S,-7,14,7,-1,4,0.7,105,105,0.4
CC(C)c1ccc(NC(=O)C2C3C=CC4(CN(Cc5cccnc5)C(=O)C24)O3)cc1 (configuration not stated),2,44,1,-16,-10,0.9,118,118,-0.1
COc1ccc(SC[C@H](CC(C)C)N2CCN(CCc3ccccc3)CCC2=O)cc1,-3,22,10,/,2,-0.7,106,137*,-2.5
CC1(C)CC(=O)C=C(Nc2ccc(Br)cc2F)C1,-2,14,7,-6,5,0.2,105,112,-0.3
Cc1cc(NC(=O)CCSc2ccccc2)no1,-5,36,-9,-2,-2,0.0,87,82,-0.6
CCOC(=O)c1sc(=NC(=O)c2ccc(S(=O)(=O)N(C)c3ccccc3)cc2)n(C)c1C,-5,-5,-3,-18,-3,-0.4,99,97,0.1
O=C(NCc1cccnc1)c1nc(-c2ccccc2)n(-c2ccccc2)n1,-3,8,-1,15,23,-0.5,103,102,-0.9
CCN(CC)CCCCNc1ncc2cc(-c3cc(OC)cc(OC)c3)c(NC(=O)NC(C)(C)C)nc2n1,/,31,10,-2,2,0.3,101,124,0.1
Cc1ccc(CNC(=O)C2CCCN2S(=O)(=O)c2ccc3c(c2)C(C)(C)C(=O)N3C)cc1 (configuration not stated),3,15,2,3,12,-0.7,104,109,-0.7
COc1cc(NC(=O)c2oc3ccccc3c2C)ccc1NC(=O)c1ccco1,-8,26,-3,-16,13,0.4,103,98,0.0
CCOc1ccc(-c2noc(-c3ccncc3)n2)cc1OCC,-2,-14,3,-4,20,-0.6,108,107,-2.5
CN1CCN(CC(=O)N(C)c2nc(-c3ccccc3)cs2)CC1,-2,13,8,4,14,2.5,98,124,4.9
COc1cccc(CN2CCN(Cc3ccc(C#CC(C)(C)O)s3)CC2CCO)c1 (configuration not stated),-1,26,-4,-5,7,0.9,96,91,1.2
Cc1ccc(OCCN2C(=O)C(=O)c3cccc(C)c32)cc1,3,8,-5,4,6,-1.9,102,89,-2.3
O=C(CSc1nnc(COc2ccc(Cl)cc2)o1)OC1CCCCC1,-4,-10,-1,23,-14,1.4,94,91,-0.7

Outcome played no part in choosing rows, and some 5.4% of all compounds hit somewhere here.
